RECQ1 helicase: blocks DNA unwinding by human RECQ1; hit rate 0.54% among 240,000; Potency, µM (top dose mostly 57.3 µM), for the others: top-dose activity, negative = inhibition, hits mostly inhibitors; RECQ1 DNA unwinding, red fluorescence kinetic read; P46063;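 further: plate controls were vehicle for no effect and no enzyme for full effect; nearly all actives have a fitted effect of over 30% in size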
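50 nM RECQ1T1 preincubated 15 min with compound in Tris pH 8.0 buffer with MgCl2, DTT, Tween-20 and 2.5 ug/ml poly(dI-dC); started with 200 nM TAMRA/BHQ-2 forked duplex and 2 mM ATP. Unwinding read as fluorescence (525/598 nm), two reads 2 h apart.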
L3MBTL1 block: inhibitors of human L3MBTL1; Q9Y468; AlphaScreen L3MBTL1–H3K9me1 peptide binding; Potency, µM (top dose mostly 57.1 µM), without a hit: top-dose activity, negative = inhibition, actives largely listed as inhibitors; hit rate 0.66% among 230,000; AID 485360; further: nearly all actives have a fitted effect of over 60% in size
Target sequence (Q9Y468 whole entry, looked up): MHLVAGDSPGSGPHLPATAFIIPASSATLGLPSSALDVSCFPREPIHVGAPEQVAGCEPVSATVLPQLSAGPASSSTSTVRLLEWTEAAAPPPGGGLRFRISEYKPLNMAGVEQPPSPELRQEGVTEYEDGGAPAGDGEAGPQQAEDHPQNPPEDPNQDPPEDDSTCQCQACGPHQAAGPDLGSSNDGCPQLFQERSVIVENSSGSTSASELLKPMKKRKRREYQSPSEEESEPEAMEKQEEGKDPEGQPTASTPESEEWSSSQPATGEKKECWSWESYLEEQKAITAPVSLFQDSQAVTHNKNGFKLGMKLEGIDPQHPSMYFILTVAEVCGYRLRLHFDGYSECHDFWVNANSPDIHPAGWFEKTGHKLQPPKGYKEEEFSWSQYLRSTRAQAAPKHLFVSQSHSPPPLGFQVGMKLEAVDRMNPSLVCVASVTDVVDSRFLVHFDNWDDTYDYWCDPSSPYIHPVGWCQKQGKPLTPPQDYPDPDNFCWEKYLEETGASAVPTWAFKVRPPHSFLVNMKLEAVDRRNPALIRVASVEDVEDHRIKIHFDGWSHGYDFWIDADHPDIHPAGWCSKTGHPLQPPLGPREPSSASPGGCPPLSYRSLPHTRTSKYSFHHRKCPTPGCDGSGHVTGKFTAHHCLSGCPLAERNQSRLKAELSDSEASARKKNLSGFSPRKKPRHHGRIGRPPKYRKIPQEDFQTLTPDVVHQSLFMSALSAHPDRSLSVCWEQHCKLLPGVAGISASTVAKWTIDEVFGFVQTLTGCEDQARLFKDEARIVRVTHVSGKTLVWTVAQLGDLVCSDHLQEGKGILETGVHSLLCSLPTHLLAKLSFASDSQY
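Read-out is AlphaScreen signal from streptavidin donor and nickel chelate acceptor beads (10 ug/mL final each) bridging L3MBTL1 (50 nM) and biotinylated K9-monomethylated H3(1-15) peptide (75 nM), after 30 min compound exposure at room temperature.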
TexasRed fluor: counter-screen for TRb-SRC2 inhibitors: fluorescence interference; TRb/SRC2 Texas Red total fluorescence interference; Potency, µM (highest dose often 106 µM), for inactives: top-dose fluorescence change, negative = quenching; hit rate 0.29% among 280,000; active means well fitted curve in either direction with a large enough effect; inconclusive means small, poorly fitted or top-dose-only effect
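Flags fluorescent or light-absorbing compounds by total fluorescence, S + 2P, at 555 nm excitation and 632 nm emission. Mixture: 20 nM Texas Red SRC2 peptide, 0.6 uM human TRb LBD, 1 uM T3, 5% DMSO; compound exposure 5 h at ambient temperature.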
TRb-SRC2 inh: disrupts binding of human TR beta to SRC2; hit rate 0.065% among 280,000; TRbeta-SRC2 peptide binding, fluorescence polarization; receptor liganded with 1 µM T3; Potency, µM (top dose mostly 106 µM), inactives show at the highest dose activity change, negative = inhibition, most hits filed as inhibitors; P10828;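 further: plate controls were bound peptide for no effect and peptide without receptor for full effect; nearly all actives have a fitted effect of over 50% in size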
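A fluorescence polarization screen tested compounds at multiple concentrations against complex formation between 0.6 uM TRb ligand-binding domain and 20 nM Texas Red SRC2 peptide, with 1 uM T3 present; readout after 5 hr.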
Tau fibril ThT: tau fibrillization inhibition (ThT binding). P10636. recombinant tau K18 P301L, heparin-induced fibrillization, ThT fluorescence. Potency, µM (doses to about 57.4 µM), without a hit: top-dose activity, negative = inhibition, hits mostly inhibitors. hit rate 2.1% among 270,000. AID 1460; further: nearly all actives have a fitted effect of over 55% in size
Target sequence (P10636 561-689 P618L limits assumed): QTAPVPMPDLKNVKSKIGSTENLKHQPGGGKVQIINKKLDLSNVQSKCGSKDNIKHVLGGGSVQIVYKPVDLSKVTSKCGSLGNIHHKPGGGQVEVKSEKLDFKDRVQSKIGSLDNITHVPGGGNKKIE
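In this qHTS, human K18 P301L tau is incubated with compound and heparin for 6 hr at 37 C, and Thioflavin T fluorescence then reports fibril load.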
JMJD2E inh: blocks human JMJD2E demethylase activity. B2RXH2. JMJD2E catalytic domain, FDH-coupled NADH fluorescence (FDH is formaldehyde dehydrogenase). Potency, µM (doses to about 57.1 µM), inactives show top-dose activity change, negative = inhibition, hits mostly inhibitors. hit rate 1.6% among 230,000. AID 2147; active means well fitted inhibition curve with a large enough effect, not every such curve was filed as active; inconclusive means small, poorly fitted or top-dose-only effect, or another doubt; inactive means no such curve, though single readings can be large or run the other way;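 further: 0% = wells with enzyme and -100% = buffer wells without enzyme; nearly all actives have a fitted effect of over 50% in size; many of its hits are not listed in these tables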
Tau FP inhib: tau fibrillization inhibition (FP). P10636. K18 P301L tau heparin fibrillization, Alexa594 FP, 6 h. Potency, µM (highest dose often 57.7 µM), for the others: at the top dose activity, negative = inhibition, usual class: inhibitors. hit rate 0.39% among 280,000. AID 1468; further: nearly all actives have a fitted effect of over 55% in size
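Heparin (20 uM) drove fibril formation of recombinant tau K18 P301L, 15 uM unlabeled with 0.24 uM Alexa 594 label, for 6 hr at 37 C in 100 mM sodium acetate pH 7. Fluorescence polarization (555/632 nm) read 1 hr after 30 uM ThT.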
RGS12 GoLoco inh: inhibitors of human Gai1-RGS12 GoLoco interaction (red fluorophore). P63096. Potency, µM (highest dose often 61.6 µM), inactives show top-dose activity, negative = inhibition, usual class: inhibitors. hit rate 0.44% among 230,000. Gai1:RGS12 GoLoco peptide FP, rhodamine, 10 min; active means well fitted inhibition curve with a large enough effect, not every such curve was filed as active; inactive means no such curve, though single readings can be large or run the other way; further: nearly all actives have a fitted effect of over 30% in size; many of its hits are not listed in these tables
* = called active by the depositor; i = inactive; ? = inconclusive; · = no result given; [ ] = remark or other dose. Unless noted, the call rests on the fitted dose curve; in most records, active means well fitted curve in the direction sought with a large enough effect; inconclusive means small, poorly fitted or top-dose-only effect, or another doubt; inactive means no such curve, though single readings can be large; an effect the other way counts as inactive or inconclusive. Unless noted, on the % scale 0 is the no-effect control and ±100 the full control effect; potency means the concentration at half of the fitted maximal effect. Only part of the results is shown; rates above refer to the full screens.

No.	compound	RECQ1 helicase	L3MBTL1 block	TexasRed fluor	TRb-SRC2 inh	Tau fibril ThT	JMJD2E inh	Tau FP inhib	RGS12 GoLoco inh
1	CC(C)(C)c1cc(C(=O)NNc2ccc(OC(F)(F)F)cc2)n(Cc2ccccc2)n1	?	3%	-2%	-4%	-7%	-7%	3%	-2%
2	O=C(O)Cc1ccc(C(=O)c2ccc(Cl)cc2)s1	-15%	·	-1%	2%	?	-12%	1%	-3%
3	O=[N+]([O-])c1cc(/C=N/NC(=S)Nc2ccccc2Cl)ccc1Cl	i	-11%	-2%	0%	?	0%	?	3%
4	O=C(CSc1nnc2ccccn12)NCCN1C(=O)CSC1=O	-1%	-5%	1%	-20%	-7%	?	12%	-12%
5	Cc1c(C)n(C(=O)CN2CCC(C(N)=O)CC2)c2ccccc12	-2%	·	-2%	-9%	-1%	-2%	-2%	3%
6	O=C(CCN1C(=O)C2CC=C(Cl)CC2C1=O)N1CCCCC1 (stereo unspecified)	-12%	-14%	-6%	-1%	-3%	-19%	1%	-12%
7	CC1CCN(CC(=O)c2cccs2)CC1	0%	4%[11.4 µM]	-1%	-1%	-5%	8%	-1%	9%
8	CCOc1ccc(OCc2ccc(C(=O)NCc3ccncc3)o2)cc1	-2%	·	-5%	4%	-9%	4%	3%	2%
9	COc1ccc(CNC(=O)Cn2ccc3cc(S(=O)(=O)N4CCCCCC4)ccc32)c(OC)c1	·	·	1%	5%	2%	·	4%	·
10	CN(C)S(=O)(=O)c1ccc(C(=O)Nc2nnc(SCc3cccc4ccccc34)s2)cc1	?	4%	2%	-4%	0%	?	-5%	17%
11	Cc1ccc(CNC(=O)CSc2nc3c(sc4ccccc43)c(=O)n2CCCOC(C)C)cc1	·	·	-5%	4%	1%	·	-14%	·
12	COc1cc(C#N)c(NC(=O)CN2CCN(CCO)CC2)cc1OC	-3%	1%	-3%	-3%	0%	-5%	0%	4%
13	O=C(CC1CCC1)NC(c1ccccc1)c1ccccc1	i	10%	1%	0%	3%	7%	5%	-7%
14	COc1ccc(/C=N/NC(=O)C(C)Sc2ccccn2)cc1[N+](=O)[O-] (stereo unspecified)	i	·	-1%	1%	-16%	-15%	-2%	-41%
15	CN(C)c1ccc(CN(CC2CCCO2)C(=O)COc2ccccc2Cl)cc1 (stereo unspecified)	·	·	-1%	-9%	-12%	·	4%	·
16	O=S(=O)(c1ccc(-c2cnc(C3CC3)o2)cc1)N1CCN(c2ccc(F)cc2)CC1	·	·	0%	7%	?	·	0%	·
17	CCOC(=O)c1c(-c2ccc(C)cc2)csc1NC(=O)CCN1CC(C)OC(C)C1 (stereo unspecified)	2%	-11%	-2%	-8%	3%	-6%	3%	-6%
18	COc1ccccc1C(=O)NCc1nc2cccnc2n1Cc1ccc(F)cc1	·	·	-1%	-9%	-7%	·	-4%	·
19	O=C1c2ccccc2NC(c2ccc3c(c2)OCCO3)N1c1ccc2c(c1)OCCO2 (stereo unspecified)	-6%	-4%	1%	0%	-8%	?	15%	-5%
20	O=C(O)c1cccc(-c2ccc(/C=N/NC(=O)C3COc4ccccc4O3)o2)c1 (stereo unspecified)	-2%	?	0%	-12%	?	?	10%	1%
21	CCCOc1cccc(OCCSc2nc(C)cc(=O)[nH]2)c1	i	-1%	-5%	-2%	?	-4%	1%	4%
22	CCO[C@@H]1OC(C(=O)NCc2nc3ccccc3[nH]2)=C[C@H](C2CCCCC2)[C@H]1CCCO	-1%	4%	0%	-3%	-3%	6%	11%	1%
23	COc1ccc(CC(=O)Nc2cccc(C(=O)NN3C(=O)c4ccccc4C3=O)c2C)cc1	10%	10%	2%	-1%	5%	18%	-6%	-11%
24	COc1cccc(NC(=O)C(C)n2c(=O)cc(C(F)(F)F)c3c(C)nn(C)c32)c1 (stereo unspecified)	·	·	-4%	-3%	-15%	·	-7%	·
25	CC(C)NCC(O)COCc1ccc(Cl)cc1 (stereo unspecified)	-4%	6%	-5%	-8%	3%	2%	-3%	2%
26	Cc1ccc(C)c(NCc2n[nH]c(=S)n2-c2ccccc2)c1	21%	6%	-2%	1%	6%	13%	9%[2.34 µM]	6%
27	Cc1cc(C)nc(N2CCN(CC(=O)NCc3ccccc3)CC2)n1	-7%	5%	-3%	1%	-9%	3%	-3%	·
28	COC(=O)Cc1[nH]n(-c2nc3ccccc3s2)c(=O)c1C(C)=Nc1ccc(C)cc1	-6%	1%	-2%	2%	?	?	3%	29%
29	COc1ccc(Nc2c3c(nc4ccc(NC(=O)c5cc(Cl)ccc5OC)cc24)CCCC3)cc1OC	·	·	-1%	-9%	7.1µM*	·	-6%	·
30	FC(F)Sc1nc(-c2ccccc2)c(-c2ccccc2)n1C(F)F	-6%	?	-3%	-2%	-12%	-6%	-13%	·

A draw from above in order of length of the SMILES, low to high.
No.	compound	RECQ1 helicase	L3MBTL1 block	TexasRed fluor	TRb-SRC2 inh	Tau fibril ThT	JMJD2E inh	Tau FP inhib	RGS12 GoLoco inh
8	CCOc1ccc(OCc2ccc(C(=O)NCc3ccncc3)o2)cc1	-2%	·	-5%	4%	-9%	4%	3%	2%
3	O=[N+]([O-])c1cc(/C=N/NC(=S)Nc2ccccc2Cl)ccc1Cl	i	-11%	-2%	0%	?	0%	?	3%
10	CN(C)S(=O)(=O)c1ccc(C(=O)Nc2nnc(SCc3cccc4ccccc34)s2)cc1	?	4%	2%	-4%	0%	?	-5%	17%

(listing goes on)
No.	compound	RECQ1 helicase	L3MBTL1 block	TexasRed fluor	TRb-SRC2 inh	Tau fibril ThT	JMJD2E inh	Tau FP inhib	RGS12 GoLoco inh
31	OCCN1CCN(CC(O)COCC2COc3ccccc3O2)CC1 (stereo unspecified)	-7%	2%	-2%	1%	3%	-2%	-1%	-7%
32	O=C(COc1ccc(Br)cc1)N1CCc2ccccc21	-2%	9%	-2%	-8%	?	5%	-6%	4%
33	Cc1ccc(C(O)(c2ccccc2)c2ccccc2C(C)N(C)C)c(C)c1 (stereo unspecified)	i	-2%	-2%	-2%	?	4%	5%	3%
34	CCN1CCN(C(c2ccccc2F)c2nnnn2Cc2ccc3c(c2)OCO3)CC1 (stereo unspecified)	12%	3%	-1%	-13%	2%	2%	-4%	2%
35	CC(=C/c1ccccc1)/C=N/Nc1nc(N2CCOCC2)nc(N2CCOCC2)n1	5%	7%	0%	-10%	?	-3%	?	-6%
36	Nn1c(SCC(=O)Nc2ccccc2)nnc1-c1cccnc1	-2%	-4%	0%	-12%	-30%	4%	-10%	7%
37	CCCN1CCN(C(c2cc3cc4c(cc3[nH]c2=O)OCO4)c2nnnn2C(C)(C)C)CC1 (stereo unspecified)	0%	4%	-2%	-7%	-2%	?	-5%	-2%
38	CCOc1ccc2[nH]c(SCC(=O)OC)c([N+](=O)[O-])c2c1	i	-5%	-1%[53 µM]	6%[53 µM]	?	?	-5%	9%
39	CCc1ccc(NC(=O)N(CCN2CCOCC2)Cc2ccc3c(c2)CCCN3CC)cc1	-1%	·	-2%	13%	-3%	4%	-1%	38%[activator]
40	O=C(CN1C2=NCCCN2c2ccccc21)c1cccc(Br)c1	6%	-4%	2%	0%	1%	-5%	2%	0%
41	OCC1(c2cc(C(F)(F)F)n[nH]2)CCCCC1	i	-2%	1%	-19%	4%	0%	-6%	3%
42	O=c1cc(N2CCc3ccccc3C2)[nH]c(=O)n1-c1ccc(Br)cc1	-1%	2%	-3%	0%	-7%	?	-6%	1%
43	CC(C)(C)c1ccc(OC(=O)Cn2c(C(F)(F)F)nc3ccccc32)cc1	-4%	0%	-4%	10%	13%	3%	-4%	-6%
44	O=C(C1CCCN(c2nnc(-n3cccc3)s2)C1)N1CCN(c2ccccc2)CC1 (stereo unspecified)	-4%	·	0%	9%	?	-3%	-7%	18%
45	CCNS(=O)(=O)c1ccc(NC(=S)NCc2ccco2)cc1	0%	-8%	-1%	4%	-9%	?	-8%	12%
46	COCC(C)OC(=O)c1c(N)n(CCCN2CCOCC2)c2nc3ccccc3nc12 (stereo unspecified)	0%	-7%	-2%	-7%	0%	?	4%	-2%
47	c1ccc(-c2cccc(-c3ccccn3)n2)nc1	-3%	?	3%	-2%	-16%	?	-17%	14%
48	N#Cc1c(F)cccc1NCc1cccs1	i	25%	-1%	7%	-13%	?	4%	-7%
49	CCOC(=O)C1=C(C)SC2=NS(=O)(=O)CCN21	-7%	8%	0%	-12%	-2%	9%	-1%	4%
50	O=C(Nc1ccc(F)cc1)C1CCC(N2C(=O)c3ccccc3C2=O)CC1 (stereo unspecified)	-17%	·	3%	-16%	6%	-3%	3%	-5%
51	COCC(C)n1c(C)cc(C(=O)CSc2nnnn2-c2ccc(O)cc2)c1C (stereo unspecified)	i	-22%	-2%	-5%	-6%	-14%	-8%	6%

Compound profiles (already shown). Screens in order: RECQ1 helicase	L3MBTL1 block	TexasRed fluor	TRb-SRC2 inh	Tau fibril ThT	JMJD2E inh	Tau FP inhib	RGS12 GoLoco inh
Entry for CC(=C/c1ccccc1)/C=N/Nc1nc(N2CCOCC2)nc(N2CCOCC2)n1 : 5%	7%	0%	-10%	?	-3%	?	-6%
Entry for CCOC(=O)C1=C(C)SC2=NS(=O)(=O)CCN21 : -7%	8%	0%	-12%	-2%	9%	-1%	4%
Entry for CC(C)(C)c1ccc(OC(=O)Cn2c(C(F)(F)F)nc3ccccc32)cc1 : -4%	0%	-4%	10%	13%	3%	-4%	-6%
Entry for O=C(Nc1ccc(F)cc1)C1CCC(N2C(=O)c3ccccc3C2=O)CC1 (stereo unspecified) : -17%	·	3%	-16%	6%	-3%	3%	-5%
Entry for Cc1ccc(C(O)(c2ccccc2)c2ccccc2C(C)N(C)C)c(C)c1 (stereo unspecified) : i	-2%	-2%	-2%	?	4%	5%	3%
